GCN5L2 inh: blocks human GCN5L2 histone acetyltransferase | AID 504327 | GCN5L2 HAT assay, ThioGlo1 CoA-SH fluorescence | Q92830 | Potency, µM (highest dose often 58.9 µM), for the others: top-dose activity change, negative = inhibition, actives largely listed as inhibitors | 0.21% of 390,000 active
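ThioGlo1-coupled HAT assay: 20nM GCN5L2, 70uM acetyl-CoA, 75uM H3(1-25) peptide, pH 7.5. Fluorescence read at 340/540nm at start and after 20 min at room temperature.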
FEN1 inh: inhibitors of human flap endonuclease 1; P39748; Recombinant FEN1 flap cleavage, fluorescence, 15 min; Potency, µM (highest dose often 114 µM), without a hit: at the top dose activity change, negative = inhibition, usual class: inhibitors; 0.35% of 390,000 active; AID 588795; also: nearly all actives have a fitted effect of over 65% in size
Target sequence (P39748 whole entry, looked up): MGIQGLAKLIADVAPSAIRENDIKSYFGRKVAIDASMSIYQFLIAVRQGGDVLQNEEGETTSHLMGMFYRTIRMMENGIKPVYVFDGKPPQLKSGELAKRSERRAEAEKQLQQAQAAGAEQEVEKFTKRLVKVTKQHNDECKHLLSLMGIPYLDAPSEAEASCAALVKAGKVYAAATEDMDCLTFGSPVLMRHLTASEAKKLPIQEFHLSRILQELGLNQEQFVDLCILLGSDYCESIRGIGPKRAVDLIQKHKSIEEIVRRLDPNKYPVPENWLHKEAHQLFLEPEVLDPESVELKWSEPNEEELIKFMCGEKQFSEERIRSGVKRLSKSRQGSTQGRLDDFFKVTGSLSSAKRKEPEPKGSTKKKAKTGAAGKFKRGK
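FEN1 at 10 nM, compound pretreatment for 15 min (room temperature), 50 nM final substrate to initiate; endpoint reads at 0 and 15 min; DMSO-only plates used as vehicle background.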
N370S GC mod: N370S glucocerebrosidase modulation, Gaucher chaperone candidate; P04062; N370S GC spleen homogenate, 4MU-glucoside fluorescence; Potency, µM (top dose mostly 59.4 µM), inactives show top-dose activity change, negative = inhibition, actives largely listed as inhibitors; 0.092% of 330,000 active;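 also: 0% = full enzyme activity and -100% = no enzyme basal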
An asterisk follows results filed as active; ? = inconclusive; . = no result given; & = joins results of further samples; [ ] = remark or other dose. Calls follow the shape of the dose curve; as a rule, active = well fitted curve in the direction sought with a large enough effect; inconclusive = small, poorly fitted or top-dose-only effect, or another doubt; inactive = no such curve, though single readings can be large; an effect the other way counts as inactive or inconclusive. Unless noted, % is scaled to controls: 0 for no effect and ±100 for the full control effect; potency is read from the fitted curve at half-maximal effect. Outcome played no part in choosing rows. About 0.54% of those tested had a hit in this group.

GCN5L2 inh | smiles | FEN1 inh | N370S GC mod
1% | C=COC(=O)/C=C/C | . | -2%
1% | COCCN(CCOC)C(=O)CSc1ccc(S(=O)(=O)N2CCN(C)CC2)cn1 | 22% | .
2% | CC(C)(C)C(=O)CNS(=O)(=O)c1ccc(S(=O)(=O)NC2CCCC2)cc1 | 4% | 9%
-2% | O=C1Cc2cc(NS(=O)(=O)c3ccc([N+](=O)[O-])cc3)cc3c2N1CCC3 | -1% | -6%
-3% | O=C(Cn1nc(C(F)(F)F)c2c1CCCCC2)N1CCOCC1 | 1% | 3%
-10% | O=C(/C=C/c1ccccc1)c1ccc(NC2=NCCCS2)cc1 | 1% | -13%
-2% | COC(=O)c1ccc(COc2ccccc2/C=C(\C#N)C(=O)Nc2ccc(C)cc2C)cc1 | -3% | 5%
-5% | O=C(c1ccco1)N1CCN(c2c([N+](=O)[O-])nn(-c3ccc(Cl)cc3)[n+]2[O-])CC1 | 4% | 3%
-3% | CCN(CC)S(=O)(=O)c1ccc(=O)n(CC(=O)N2CCCc3cc(C)ccc32)c1 | 14% | .
-17% | CCOC(=O)N1CCN=C1SCc1ccc(C(F)(F)F)cc1 | -11% | -12%
-5% | CC1CN(C(=O)Nc2cccc(C(F)(F)F)c2)CC(C)O1 (stereo not drawn) | -2% | 0%
-3% | O=C1c2ccccc2C(=O)N1Nc1ccccc1 | 2% | 13%
-2% | Cc1ccc(NC(=O)C2=CC(c3ccc4c(c3)OCO4)=NS(=O)(=O)N2C)cc1 | 1% | .
-28% | COCCNC(=O)C(C)OC(=O)c1cc2sccc2n1C (stereo not drawn) | 6% | 1%
-14% | CCOc1ccc(N(Cc2ccccc2)C(=O)c2nc(SC)ncc2Cl)cc1 | -3% | .
-6% | S=C1NCN(Cc2ccccc2)CN1C1CCCCC1 | 5% | 1%
-1% | COc1cn(CC(=O)Nc2cc(C)cc(C)c2)c(CN2CCCCC2)cc1=O | 0% | .
-6% | O=C(c1cc2ccccc2oc1=O)N1CCN(Cc2ccc3c(c2)OCO3)CC1 | 1% | 7%
-14% | CC1(C)Cc2nc3oc4c(NCc5ccccc5)ncnc4c3cc2CO1 | -6% | -1%
-9% | CCn1c(=S)[nH]c2sc3c(c2c1=O)CCCC3 | -13% | -5%
-12% | Cc1ccc(S(=O)(=O)N2CCN(C(=O)COC(=O)CCOc3cc(C)ccc3C)CC2)cc1 | -5% | -14%
-9%[0.501 µM] | CCN(CC)CCOc1nnc(-c2ccc(C)cc2)c2ccccc12 | 7% | 13%
-4% | Cc1cc(C)n(CC(=O)N2CCCC(N3CCN(c4ccc(F)cc4)CC3)C2)n1 (stereo not drawn) | -1% | -14%
4% | O=C1CN(c2nc3ccccc3n3cnnc23)CC(=O)N1CCc1ccccc1 | 4% | 7%
1% | COc1ccc(C)cc1NC(=O)c1cc(S(=O)(=O)N2CCC(C)CC2)ccc1F | -8% | .
? | CCC(C(=O)Nc1nc(C)c(C)s1)c1ccccc1 (stereo not drawn) | 8% | -4%
-10% | CS(=O)(=O)N1CCC(C(=O)NCc2ccc(F)cc2Cl)CC1 | 21% | -3%
-13% | O=C(Nc1cc(S(=O)(=O)Nc2ccc(Cl)cc2)ccc1N1CCCCC1)c1ccc(F)cc1 | -5% | 23%
-1% | CC(C)CCn1c(SCC(=O)NC2CCS(=O)(=O)C2)nc2cc(Cl)ccc2c1=O (stereo not drawn) | -7% | 3%
-10% | Cc1ccc(-n2c(-c3ccccc3)c[nH]c2=S)cc1 | 6% | -4%
2% | Cc1cccc(C)c1NC(=O)COC(=O)CN1C(=O)C2CCCCC2C1=O (stereo not drawn) | -17% | .
-6% | Cc1cc([N+](=O)[O-])ccc1NC(=O)c1sc2ncn(CC(=O)N3CCOCC3)c(=O)c2c1C | 18% | -10%
-3% | COc1cccc(OC)c1C(=O)Nc1ccc2nc(C)c(C)nc2c1 | -4% | 2%
-2% | CC(=O)N/C(=C\c1ccccc1)C(=O)OCC(=O)NC(C)C12CC3CC(CC(C3)C1)C2 (stereo not drawn) | -5% | 4%
-4% | Cc1nc(Sc2ccccc2)c(C#N)cc1-c1ccccc1 | -2% | 25%
-22% | O=C(c1ccccc1)N1CCN(C(=O)c2nn3c(C(F)(F)F)cc(-c4ccco4)nc3c2Br)CC1 | -18% | 0%
-5% | COc1ccc(CC(NC(C)=O)C(=O)N2CCN(C(=O)Nc3cccc(Cl)c3)CC2)cc1OC (stereo not drawn) | 1% | 2%
0% | CN(C)S(=O)(=O)c1ccc(N2CCCC2=O)c([N+](=O)[O-])c1 | -4% | -6%
2% | Cc1c(Br)cnn1C(C)C(=O)N1CCN(c2ccc(F)cc2)CC1 (stereo not drawn) | -3% | .
6% | CCOC(=O)c1cnc(-n2nc(C)cc2C)nc1Oc1ccc(C(=O)OC)cc1 | 0% | 10%
-2% | CCOc1ccc(C2c3c(oc4ccc(C)cc4c3=O)C(=O)N2CCCN2CCOCC2)cc1 (stereo not drawn) | 9% | .
-5% | CCOC(=O)c1sc(NC(=O)c2nc(SCC)ncc2Cl)c(C(=O)OCC)c1C | 4% | .
23% | CCn1c(CC(=O)Nc2ccc(Cl)c(Cl)c2)nnc1SCc1ccc(C)cc1 | 8% | 7%
-1% | O=C(Nc1cccc([N+](=O)[O-])c1)c1ccc2snnc2c1 | -2% | 1%
-9% | COc1ccc(C2c3c(n(C)c4ccccc34)C(=O)N2CC(=O)Nc2ccc(C)c(Cl)c2)cc1 (stereo not drawn) | 0% | .
? | O=C(O)c1ccccc1NS(=O)(=O)c1ccc(NN=Cc2ccccc2F)c([N+](=O)[O-])c1 | ? | .
-8% | CS(=O)(=O)Nc1ccc(-c2cn3c(n2)SCC3)cc1 | 11% | 6%
-11% | COc1cccc(Nc2nc(-c3ccccc3)c3cc(C)ccc3n2)c1 | -24% | .
-2% | CCOc1ccc(NC(=O)CC2C(=O)N(c3cccc(C)c3)C(=O)N2Cc2cccs2)cc1 (stereo not drawn) | 6% | .
-7% | O=C(CSc1nccc(-c2cccs2)n1)Nc1ccc(F)c(Cl)c1 | -22% | ?
-3% | CCc1ccccc1NC(=O)CC1NCCNC1=O (stereo not drawn) | -12% | .
1% | CC(Sc1nc2ccccc2[nH]1)C(=O)O (stereo not drawn) | -15% | .
1% | O=C(CSc1ccc(Cl)cc1)NC(=O)NC1CCCC1 | -9% | -1%
2% | Nc1ccc(-c2nnnn2-c2ccc(N)cc2)cc1 | -6% | 2%
4% | COC(=O)c1ccc(NS(=O)(=O)c2ccc3c(c2)n(C)c(=O)n3C)cc1 | -2% | -2%
3% | CC(NC(=O)Cn1nc(C(=O)O)c2ccccc2c1=O)c1ccccc1 (stereo not drawn) | -1% | 10%
-3% | Oc1c(CN2CCCCC2)cc(Br)c2cccnc12 | -31% | -7%
2% | Cc1nnc(SCC(=O)Nc2nonc2C)s1 | -15% | -9%
-3% | COCCNC(=O)c1ccc2nc(Cc3ccc(OC)c(OC)c3)oc2c1 | -6% | -5%
1% | COc1ccccc1OCC(=O)N1CCN(C(=O)c2ccco2)CC1 | -3% | 1%

Looked up above.
Under GCN5L2 inh, CCOC(=O)c1sc(NC(=O)c2nc(SCC)ncc2Cl)c(C(=O)OCC)c1C has the entry -5%
Under N370S GC mod, Cc1nnc(SCC(=O)Nc2nonc2C)s1 has the entry -9%
Under N370S GC mod, CCn1c(CC(=O)Nc2ccc(Cl)c(Cl)c2)nnc1SCc1ccc(C)cc1 has the entry 7%
Under N370S GC mod, COC(=O)c1ccc(NS(=O)(=O)c2ccc3c(c2)n(C)c(=O)n3C)cc1 has the entry -2%
Under GCN5L2 inh, O=C(CSc1nccc(-c2cccs2)n1)Nc1ccc(F)c(Cl)c1 has the entry -7%

(cont.)
GCN5L2 inh | smiles | FEN1 inh | N370S GC mod
-3% | COC(=O)C(C)NC(=O)CNS(=O)(=O)c1ccc(F)cc1 (stereo not drawn) | 10% | -1%
-1% | CSc1ncc(Cl)c(C(=O)Nc2c(C(=O)c3ccc(C)cc3)oc3ccccc23)n1 | 0% | .
-22% | Cc1ccc(Nc2c(-c3ccsc3)nc3c(C)cccn23)cc1 | -7%&-7% | .
-6% | COc1cc2oc(=O)c(Br)c(C)c2c(OC)c1OC | 4% | 9%
-1% | COc1ccccc1NC(=O)COc1ccc(/C=N/NC(=O)c2cccnc2)cc1 | 17% | -5%
-3% | O=C(N/C(=C\c1cccs1)C(=O)N1CCOCC1)c1ccco1 | -9% | 3%
-3% | Cc1ccc(C)c(OC(C)C(=O)Nc2nccs2)c1 (stereo not drawn) | -6% | -15%
7% | O=C(O)CCn1c(-c2ccccc2)cc2ccccc21 | -8% | 13%
-1% | COc1ccc(C)cc1NC(=O)C1CCCN(S(=O)(=O)c2cccs2)C1 (stereo not drawn) | 4% | 3%
-1% | COc1ccc(Cn2ccc3nc(C)c(C(=O)Nc4ccc(OC(F)(F)F)cc4)cc3c2=O)cc1 | -2% | .
-2% | COC(=O)c1cnc(Oc2ccc(NC(=O)NC(=O)c3c(OC)cccc3OC)cc2)cc1C(F)(F)F | -5% | 6%
-4% | COC(=O)c1ccccc1NCc1cc(=O)oc2cc(O)c(O)cc12 | 0% | 4%
-2% | COc1cccc([C@H](O)Cn2cc(-c3ccc(CON=C(C)C)cc3)nn2)c1 | . | -1%[12.8 µM]
-4% | COc1ccc(C(=O)c2cn(CC(=O)Nc3ccc4c(c3)OCCO4)c3ccc(OC)cc3c2=O)cc1 | 40µM* | .
1% | Cc1ccc(C)c(S(=O)(=O)Nc2ccccc2C(=O)Nc2ccc(S(=O)(=O)Nc3ncccn3)cc2)c1 | 4% | 3%
1% | Cc1nonc1C(=O)N/N=C/c1ccc(O)cc1O | 4% | -10%
0% | CNC[C@H](NC[C@@H](NCCCc1ccccc1)c1ccccc1)[C@H](C)O | -7% | -1%
-4% | CCCCn1c(N)c(N(Cc2ccccc2OC)C(=O)c2ccc([N+](=O)[O-])s2)c(=O)[nH]c1=O | 11% | -1%
2% | COc1ccc(CCNC(=O)c2ccccc2Cl)cc1OC | 9% | 4%
-4% | Cc1ccc(C)c(NC(=O)C(Cc2ccccc2)n2cccc2)c1 (stereo not drawn) | 7% | .

3 compounds already listed, sorted by the number in GCN5L2 inh, descending:
GCN5L2 inh | smiles | FEN1 inh | N370S GC mod
2% | COc1ccc(CCNC(=O)c2ccccc2Cl)cc1OC | 9% | 4%
-4% | Cc1ccc(C)c(NC(=O)C(Cc2ccccc2)n2cccc2)c1 (stereo not drawn) | 7% | .
-6% | COc1cc2oc(=O)c(Br)c(C)c2c(OC)c1OC | 4% | 9%

In the list so far, these contain a cyano group:
GCN5L2 inh | smiles | FEN1 inh | N370S GC mod
-2% | COC(=O)c1ccc(COc2ccccc2/C=C(\C#N)C(=O)Nc2ccc(C)cc2C)cc1 | -3% | 5%
-4% | Cc1nc(Sc2ccccc2)c(C#N)cc1-c1ccccc1 | -2% | 25%

The listing continues:
GCN5L2 inh | smiles | FEN1 inh | N370S GC mod
-6% | Cc1cc(C)cc(OCC(=O)NNC(=O)C2CCCO2)c1 (stereo not drawn) | -5% | -1%
? | CC(C)Sc1cc(N2CCCC2)nc(-c2ccc(F)cc2)n1 | -17% | -4%
3% | COc1ccc2[nH]c(=O)c(CN(C(=O)NC3CCCCC3)C3CCCCC3)cc2c1 | -2% | 3%
1% | Cc1ccc(-n2c(/C=C/c3c(C)n(C)c4ccccc34)nc3ccccc3c2=O)cc1 | 5% | .
-6% | CC(=O)c1cnc(Nc2nc(C)c3cc(C)c(C)cc3n2)nc1C | -3% | 6%
-23% | CCOC(=O)c1ccc(NC(=O)CCN2C(=O)C3CC=CCC3C2=O)cc1 (stereo not drawn) | -2% | -4%
-4% | Cc1cc(N/N=C/c2ccccc2[N+](=O)[O-])nc(-n2nc(C)cc2C)n1 | 5% | 2%
-3% | CCN(c1ccccc1)S(=O)(=O)c1ccc(Cl)c(NC(=O)COC(=O)c2ccc(O)cc2)c1 | -26% | 7%
-6% | O=C1CC(NS(=O)(=O)c2ccc([N+](=O)[O-])cc2)CN1c1ccc2c(c1)OCCO2 (stereo not drawn) | -5% | -4%
3% | CCOC(=O)C1(Cc2ccc(OC)cc2)CCN(C(=O)CCc2cnccn2)CC1 | -4% | 5%
-6% | CC(/C=C/c1ccco1)=N/NC(=O)Cc1cccs1 | -13% | -2%

Source: PubChem (National Center for Advancing Translational Sciences (NCATS))
